Screening results: PubChem, several laboratories
NF-kB expr up = NF-kB expression increase, human neuronal cells | AID 1239 | NF-kB reporter expression; stronger effect = higher value | fold change at 12.5 µM | 1.6% of 190,000 active; in the data active means fold change above about 3.3
FLuc act counter = firefly luciferase counter-screen for stimulation assays | P08659 | ATPlite luciferase biochemical, luminescence, 10 min; 0 = ATP-free wells, 1 = DMSO control | activation factor at 10 µM | 200,000 tested, under 10 active | AID 1027;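 active means luciferase activation factor, scaled between plate controls, of at least 2 with compound at 10 µM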
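Material: Luciferase/luciferin reagent mix | Doses: Test compounds dosed from 2 mM stocks in 100% DMSO | Timing: 10 min incubation after luciferase reagent addition, room temperature | Measured by: Luminescence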
FLuc inh counter = counter-screen for luciferase assay inhibitors: firefly luciferase inhibition. P08659. ATPLite firefly luciferase biochemical luminescence, 10 min. inhibition, % at 10 µM. 1.5% of 200,000 active;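 active means inhibition above about 50% when tested at 10 µM, limit read from the data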
TNAP inh hi DEA = inhibitors of human TNAP at high phosphate acceptor concentration | purified TNAP, CDP-star luminescence, 1 M DEA | inhibition, % at 20 µM | 0.03% of 200,000 active;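 active means over 50% inhibition of tissue-nonspecific alkaline phosphatase at 20 µM in the single-dose screen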;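 further: plate controls were DMSO wells for no effect and EDTA-quenched wells as full inhibition for full effect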
Target sequence (P05186 whole entry, looked up): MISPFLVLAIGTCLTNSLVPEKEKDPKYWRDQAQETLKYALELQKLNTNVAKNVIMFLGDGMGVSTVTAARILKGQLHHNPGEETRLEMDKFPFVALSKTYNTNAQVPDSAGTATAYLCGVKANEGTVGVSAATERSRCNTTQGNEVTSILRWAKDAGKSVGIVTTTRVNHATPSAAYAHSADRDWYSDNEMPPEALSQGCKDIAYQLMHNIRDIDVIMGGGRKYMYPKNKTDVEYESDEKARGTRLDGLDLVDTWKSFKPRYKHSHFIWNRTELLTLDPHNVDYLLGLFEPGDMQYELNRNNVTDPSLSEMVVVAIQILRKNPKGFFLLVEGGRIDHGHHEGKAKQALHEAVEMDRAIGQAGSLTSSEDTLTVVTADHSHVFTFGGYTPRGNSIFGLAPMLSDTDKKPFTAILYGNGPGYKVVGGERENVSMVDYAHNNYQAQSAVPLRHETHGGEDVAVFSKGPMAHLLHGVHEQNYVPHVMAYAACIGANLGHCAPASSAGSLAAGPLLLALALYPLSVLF
PMI act satM6P = PMI (human) activation, high substrate; P34949; coupled PMI enzyme assay, resazurin fluorescence, 20 min; stronger effect = higher value; 1 = untreated enzyme, 0 = substrate-free blank; 0.34% of 190,000 active; activation factor at 20 µM;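 active means activation factor of 2 or more at 20 µM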
Target sequence (P34949 whole entry, looked up): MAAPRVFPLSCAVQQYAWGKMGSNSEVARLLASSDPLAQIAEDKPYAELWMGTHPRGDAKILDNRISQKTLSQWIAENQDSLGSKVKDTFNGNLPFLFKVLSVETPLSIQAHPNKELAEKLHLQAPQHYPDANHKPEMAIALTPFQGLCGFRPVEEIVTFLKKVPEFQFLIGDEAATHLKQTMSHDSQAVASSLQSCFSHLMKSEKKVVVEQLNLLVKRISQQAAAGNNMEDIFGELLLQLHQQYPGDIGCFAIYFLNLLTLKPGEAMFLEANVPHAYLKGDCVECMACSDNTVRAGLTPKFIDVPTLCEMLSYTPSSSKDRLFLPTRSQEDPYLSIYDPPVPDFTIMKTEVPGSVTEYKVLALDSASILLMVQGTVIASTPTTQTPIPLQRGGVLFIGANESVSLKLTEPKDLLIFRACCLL
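Technique: Diaphorase-driven resazurin-to-resorufin fluorescence, excitation 544, emission 590 nm | Assay system: Human PMI in coupled enzyme assay | Times: Enzyme reaction with compound 20 min at room temperature | Medium: HEPES-buffered pH 7.4 with magnesium and detergent | Reagent: Mannose-6-phosphate 1.0 mM (near-saturating) plus 0.22 mM NADP+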
APP 5'UTR act = activates APP 5'UTR luciferase reporter. SH-SY5Y APP 5'UTR luciferase reporter, luminescence; zero percent = DMSO vehicle wells. activation, % at 2 µM. 1% of 190,000 active. AID 1276;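 active means activation above a set limit, based on mean plus 3 SD of controls, cut at about 140% in these data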; further: values of inactives mirror those of a sister screen read the other way
PMI activator = phosphomannose isomerase (human) activation | 0.005% of 190,000 active | P34949 | activation factor at 20 µM | purified human PMI, coupled resazurin fluorescence, 20 min; stronger effect = higher value; 1 = vehicle control, 0 substrate-free wells;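 active means activation factor of 2 or more at 20 µM, relative to plate controls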
bIAP act = increases bovine intestinal alkaline phosphatase activity | 0.17% of 200,000 active | AID 1016 | purified bovine IAP, CDP-star luminescence, 30 min; stronger effect = higher value; fold of DMSO-control signal, blank-subtracted | activation factor at 20 µM;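 active means activation factor of 2 or more at 20 µM, a signal rise over negative controls twice the positive control's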
TNAP inh noacc = inhibitors of human TNAP without phosphate acceptor. purified TNAP, CDP-star luminescence, 30 min. inhibition, % at 20 µM. 0.26% of 200,000 active. AID 1012;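 active means tissue-nonspecific alkaline phosphatase inhibition above about 50% at 20 µM in the single-dose screen, limit read from the data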;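 further: 0% = DMSO negative control and 100% = EDTA positive control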
TNAP act hiacc = activators of human TNAP at high phosphate acceptor concentration; purified TNAP, CDP-star luminescence, 1 M DEA, 30 min; stronger effect = higher value; 0 = EDTA background, 1 = DMSO-only activity; activation factor at 20 µM; P05186; 200,000 tested, under 10 active;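 active means activation factor at least 2 at 20 µM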
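Assay system: human TNAP; Input: enzyme diluted 1/800 final; Reagent: CDP-star luminogenic substrate at 100 µM final; Timing: 30 min, room temperature; Signal: luminescence; Evaluation: TNAP activation factor scaled between EDTA and DMSO control wells.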
Starred values were filed as active, the others as inactive; . = no result given.

SMILES	NF-kB expr up	FLuc act counter	FLuc inh counter	TNAP inh hi DEA	PMI act satM6P	APP 5'UTR act	PMI activator	bIAP act	TNAP inh noacc	TNAP act hiacc
Cc1cc2c(cc(C(=O)OC(C(=O)NCC3CCCO3)C(C)C)n2C)o1 (configuration not stated)	1.17	1.1	-10.3	-6.0	1	-2.9	1	1	-8.0	1.1
CCOC(=O)Cc1nc2ccccc2[nH]1	1.13	1	-3.7	-1.7	0.9	6.1	0.8	1	-10.7	1
O=C(CN(C(=O)c1csnn1)c1cccc2ccccc12)NC1CCCC1	0.92	1.1	-6.0	-4.9	0.8	-8.4	0.9	0.9	-8.6	1
CSc1nc(C)cc(OCNC(=O)c2cccs2)n1	1.18	1	-1.1	-3.0	1.1	23.5	1	0.9	-9.0	1
C=CCSc1nc2ccccc2n1S(=O)(=O)c1ccc(C)cc1	1.33	1	-0.8	2.1	0.9	12.8	0.9	1.2	-0.9	1
COC(=O)c1ccc(NC(=O)c2cc(Cl)ccc2OC)cc1	1.43	1	-0.4	1.7	1	18.3	1	1.1	-4.7	1
CC1CCCC(NC(=O)COC(=O)c2ccccc2[N+](=O)[O-])C1C (configuration not stated)	1.01	1	-3.4	-3.5	1	23.1	1	1.1	-18.4	1
Cc1nc(NC(=O)c2ccc(OCC(C)C)cc2)sc1Cc1ccc2c(c1)OCO2	0.94	1.1	-5.3	-0.8	0.9	14.8	0.9	1	-16.9	1
COC(=O)N/N=C/c1ccccc1	1.3	1	-0.9	-5.4	0.9	11.3	1	1.1	-12.5	1.1
CCOc1ccc(N=C2SC(C(=O)Nc3ccccc3C#N)C(N)=C2C(=O)Nc2ccc(Cl)cc2)cc1 (configuration not stated)	1.02	1	-3.9	-3.0	1.1	13.0	1	1.2	-13.3	1
CCc1ccc(C(=O)COC(=O)c2cccc(N3C(=O)c4c(C)nc5ccccc5c4C3=O)c2)cc1	1.21	0.5	51.3*	0.9	1	113.3	1	1	-5.9	1
CCCN(CCC)C(=O)c1ccc2c(=O)n(Cc3ccco3)c(=S)[nH]c2c1	0.89	1	-1.0	0.3	0.9	11.9	1	1.3	3.9	1
O=S(=O)(c1ccc(Cl)cc1)N1CCN(C2CCCCCC2)CC1	1.28	1	1.0	4.9	0.9	-0.7	0.9	0.9	-0.7	1
Cc1ccc(CN2CCN(/N=C/c3cc(Br)cc(Br)c3O)CC2)c(C)c1	0.92	1.1	-10.7	-2.2	1.2	7.0	1.1	1	-4.4	1
O=c1oc2ccccc2cc1-c1csc(Cc2nc(-c3ccc(Br)cc3)cs2)n1	1.2	1	-1.3	3.6	1.4	4.3	1.2	0.6	-2.9	1
CC(OC(=O)C1=Cc2ccccc2OC1)C(=O)NCc1ccco1 (configuration not stated)	1.14	1.1	-8.8	-2.5	0.9	-3.6	1	1.1	-9.5	1
O=C(Cc1ccc(-c2ccccc2)cc1)NCCN1CCOCC1	0.99	1	2.1	-5.0	1.1	16.6	1.2	1	-13.8	1.1
Cc1ccccc1-n1nc2c(c1NC(=O)/C=C\c1ccc3c(c1)OCO3)CSC2	0.66	1.1	-11.8	-3.4	1	4.6	1	0.9	-0.8	1
O=C(C1CCCN(S(=O)(=O)c2cccc3nsnc23)C1)N1CCN(c2ccccn2)CC1 (configuration not stated)	0.65	1.1	-10.2	-3.0	0.9	15.9	1	0.9	-3.6	1
CCOC(=O)/C(C(=O)Nc1ccccc1Cl)=C1/NC(C)(C)Cc2ccccc21	0.93	1	-1.8	-2.2	0.8	10.8	0.8	1	-2.7	1
O=C(Cc1cc(=O)oc2cc(O)ccc12)NCC1CCC(C(=O)O)CC1 (configuration not stated)	0.98	1.1	-9.5	-5.5	1	8.7	1.1	1	-13.4	1.1
CCS(=O)(=O)N1CCCC(C(=O)NCCc2ccccc2)C1 (configuration not stated)	1.08	1	-3.0	0.8	1	-0.4	1	0.7	-6.7	1
CCN(CC(=O)Nc1ccc(N2CCOCC2)cc1)CC(=O)NC(C)(C)C	1.03	1	-3.6	-5.9	0.9	11.6	1	1.1	-8.1	1.1
CC1(/[N+]([O-])=C/c2ccccc2F)CCCCC1=O (configuration not stated)	0.9	1.1	-6.2	-3.2	1.1	1.9	1.1	1	-1.9	1
CC1CCCC(NC(=O)c2ccc3c(c2)N(Cc2ccccc2)C(=O)CS3=O)C1C (configuration not stated)	1.81	1	-2.0	0.8	0.9	39.5	0.9	1.1	-1.3	1

Next entries
SMILES	NF-kB expr up	FLuc act counter	FLuc inh counter	TNAP inh hi DEA	PMI act satM6P	APP 5'UTR act	PMI activator	bIAP act	TNAP inh noacc	TNAP act hiacc
O=C(Nc1cccc2nsnc12)c1ccc(-c2cccc(Cl)c2)o1	1.88	1	-1.2	4.3	0.5	0.2	0.8	0.9	-5.4	1
CCN1CCN(CC(=O)Nc2ccc3c(c2)OCO3)C(=O)C1=O	1.14	1.1	-9.2	-0.5	1.1	-14.9	1.1	1.1	-6.5	1
CCN1CCN(S(=O)(=O)c2ccc(S(=O)(=O)NCC3CCCO3)cc2)CC1 (configuration not stated)	0.89	1	-1.7	0.3	1.1	0.3	1.1	1.1	0.8	1
O=C(Nc1ccc(CN2CCOCC2)cc1)c1ccc(-c2ccc(Br)cc2)o1	0.78	1.1	-6.9	-2.9	0.9	5.8	0.9	1.1	-4.8	1
Cc1c(C(=O)NCCCN2CCOCC2)oc2ccc(S(=O)(=O)N3CCOCC3)cc12	0.62	1	-3.2	4.1	1	-0.4	1	1.1	-12.6	1
CN(C)S(=O)(=O)c1ccc(S(=O)(=O)N2CCN(CCC#N)CC2)cc1	1.03	1	-0.1	1.6	0.9	-19.4	0.8	0.8	-3.0	1
Nc1ccc2ncccc2c1	1.08	1	2.1	-1.8	0.4	13.4	0.5	0.9	-3.0	1
O=C(CN1CCOCC1)Nc1c(-c2ccccc2)c2cc(Br)ccc2[nH]c1=O	1.5	1	-4.0	-4.5	0.9	6.3	0.9	1	-9.7	1
c1ccn(-c2ccc(N3CCOCC3)cc2)c1	1.98	0.9	9.3	0.4	0.9	16.9	0.9	1	-3.3	1
CCCn1nnnc1NCc1c(Cl)cccc1Cl	1.15	1.1	-6.4	-3.0	0.9	-9.3	1	1.1	-11.4	1
O=C(O)C1CCC(=O)N(C2CC2)C1c1ccccc1 (configuration not stated)	1.01	1.1	-5.6	-1.4	1	1.8	1	1	-6.8	1
CC(=O)n1c2ccccc2c2ccccc21	0.86	1.1	-6.8	-7.2	1	-4.3	1.1	0.9	-4.0	1.1
Cc1cccc(C(=O)Nc2cc(=O)n(C)c(=O)n2C)c1	1.27	1.1	-10.3	-4.2	0.9	-9.7	0.9	0.9	-7.3	1
Cc1ccc(N=c2sc(C)c(C)n2C)cc1	1.95	1	-1.3	-4.0	1.1	46.4	1.1	1	-5.6	1
COc1ccnc(N=CNOCc2cccc(C(F)(F)F)c2)c1C#N	1.12	1	0.5	-0.9	0.9	46.9	0.9	0.9	-5.4	1
CCOC(=O)c1sc(N2N=C(C)/C(=C\c3ccc(OCC(=O)OC)cc3)C2=O)nc1C	1.46	1	-4.6	6.6	1.2	-1.8	1.2	1	-12.4	0.9
CO/N=C/NC(=O)NOCc1c(Cl)cccc1Cl	1.19	1.1	-8.6	-5.2	1.1	-16.6	1.1	0.9	-4.6	1.1
Cc1nc(C(F)(F)F)c(C(=O)N/N=C(\N)c2ccccn2)s1	1.01	1.1	-5.7	-4.2	1.1	-56.6	0.8	1.2	-83.9	1
Cc1cccc2cc(CN(Cc3nnnn3C3CCCCC3)C3CCCC3)c3nnnn3c12	0.44	1	-3.8	-0.3	0.9	-18.6	0.9	1.1	-3.2	1
CCOC(=O)C1=C(C)N(C)C(=O)C1CC(=O)O (configuration not stated)	1.05	1	0.2	2.1	1	-1.7	1	0.9	-9.1	1
COc1ccc(OC)c(/C=N/NC(=O)CCCC(=O)Nc2cccc(Br)c2)c1	1.01	1	-1.2	-0.3	1	-1.0	0.9	0.6	-6.2	1
Cc1ccc2n(n1)c(=O)c(Cc1ccccc1)c([O-])[n+]2-c1ccccc1	1.54	1	-4.0	-0.8	0.9	-6.0	1	1.1	-5.4	1
Cc1csc2nc(CNC(=O)CCC(=O)O)cn12	1	1.1	-6.7	-5.9	1	7.6	1	0.9	-12.5	1.1
COc1cc(C(c2c(C)[nH][nH]c2=O)c2c(C)[nH][nH]c2=O)cc(OC)c1OC	1.4	1.1	-5.1	-1.3	0.6	23.5	0.8	1	-7.3	1
O=C(Nc1ccccc1C(=O)N1CCOCC1)C1CC(=O)N(C2CCCC2)C1 (configuration not stated)	1.56	1.1	-5.9	-4.7	0.9	19.6	0.9	1	-12.6	1

Ordered by value in TNAP act hiacc (smallest number first): some entries from above
smiles	TNAP act hiacc
CCOC(=O)c1sc(N2N=C(C)/C(=C\c3ccc(OCC(=O)OC)cc3)C2=O)nc1C	0.9
CCOC(=O)C1=C(C)N(C)C(=O)C1CC(=O)O (configuration not stated)	1
CC(=O)n1c2ccccc2c2ccccc21	1.1

More records follow.
SMILES	NF-kB expr up	FLuc act counter	FLuc inh counter	TNAP inh hi DEA	PMI act satM6P	APP 5'UTR act	PMI activator	bIAP act	TNAP inh noacc	TNAP act hiacc
C=CCc1c(C)nc(-c2ccccc2)nc1N/N=C/c1ccncc1	0.48	0.5	52.8*	-3.4	1.1	17.9	1.1	1.1	-3.4	1
Cc1cc(O)cc2c1C(c1ccc(F)cc1)CC1(CC(C)(C)NC(=S)N1)O2 (configuration not stated)	0.96	1	0.2	5.9	0.9	-5.6	0.9	1	5.7	0.9
Cc1cc(C)n(/N=C/c2cc([N+](=O)[O-])ccc2O)c(=O)c1	1.46	1	-2.7	3.0	0.9	1.3	0.9	1	2.3	1
CCNc1ccc(C2(O)C(=O)c3ccccc3C2=O)cc1	1.33	1	0.1	0.6	0.9	-3.3	1	0.9	-0.7	1
C/C(O)=C(/C#N)c1nc2ccccc2[nH]1	1.16	1	-4.7	-2.1	1	.	1	1	-5.8	1
Cc1ccc(C(=O)N/N=C/c2ccc(S(=O)(=O)O)o2)c(Cl)c1	1.11	0.8	19.6	-4.4	1	0.2	1.1	1	-11.4	1
CCOc1ccc(OCc2ccc(C(=O)N3CCc4ccccc4C3)o2)cc1	1.72	1	-4.4	-5.4	0.8	1.0	0.8	1	-7.0	1.1
CCCN(CC(=O)Nc1ccc(Cl)cc1Cl)C(=O)/C=C/c1ccco1	1.25	1	-2.8	-0.4	0.9	12.1	0.9	1.6	-4.2	1
CCCc1cc(C(=O)N2CCCC(C(=O)c3cccc4ccccc34)C2)n(C)n1 (configuration not stated)	0.84	1.1	-5.6	-4.3	0.8	23.2	0.8	1	-3.4	1
COc1cc(OC)cc(C(=O)N[C@H](C(=O)OCn2nnc3ccccc3c2=O)C(C)C)c1	1.04	1	-1.1	4.8	1	-3.3	1.1	1.1	-5.8	1

Just PMI activator and NF-kB expr up, for 5 of the compounds above:
compound | PMI activator | NF-kB expr up
Cc1cc(O)cc2c1C(c1ccc(F)cc1)CC1(CC(C)(C)NC(=S)N1)O2 (configuration not stated) | 0.9 | 0.96
Cc1cc(C)n(/N=C/c2cc([N+](=O)[O-])ccc2O)c(=O)c1 | 0.9 | 1.46
CCNc1ccc(C2(O)C(=O)c3ccccc3C2=O)cc1 | 1 | 1.33
C/C(O)=C(/C#N)c1nc2ccccc2[nH]1 | 1 | 1.16
Cc1ccc(C(=O)N/N=C/c2ccc(S(=O)(=O)O)o2)c(Cl)c1 | 1.1 | 1.11
